# ERG-DNA inh: ERG Ets/DNA interaction inhibition | P11308 | fluorescence polarization, His-ERG Ets domain / labelled DNA | Potency, µM (top dose mostly 76.9 µM), inactives show at the top dose FP activity, negative = inhibition, most hits filed as inhibitors | 370,000 compounds, 0.028% hits | AID 624246; active means well fitted inhibition curve with a large enough effect in the polarisation, with a control signal flat; inconclusive means small, poorly fitted or top-dose-only effect, or effect the other way, or a change in a side signal; inactive means no such curve, though single readings can be large or run the other way; the % refers to the polarisation;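 further: polarization taken with two DNA probes labelled with fluorescein and Texas red; potency means the concentration at half of the fitted maximal effect; % of control where 0% means no effect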
#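 His-tagged ERG Ets domain (1 uM in the protein solution; 300mM KCl, 50mM Tris-HCl, 1mM EDTA, 1mM DTT, pH 7.5) received compound, then a probe mix of 5 nM fluorescein-DNA and 100nM Texas-615-DNA. Fluorescence polarization was read for both dyes.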
# RGS4 inhibitor: human RGS4 inhibition; Potency, µM (highest dose often 114 µM), for inactives: top-dose activity change, negative = inhibition, usual class: inhibitors; Transcreener GDP fluorescence polarization, RGS4-accelerated GTP hydrolysis; P49798; 390,000 compounds, 0.039% hits; further: potency means the concentration at half of the fitted maximal effect; on the % scale 0 is the no-effect control and ±100 the full control effect; nearly all actives have a fitted effect of over 75% in size; some results filed as inactive show a strong effect at the top dose
# Target sequence (P49798 whole entry, looked up): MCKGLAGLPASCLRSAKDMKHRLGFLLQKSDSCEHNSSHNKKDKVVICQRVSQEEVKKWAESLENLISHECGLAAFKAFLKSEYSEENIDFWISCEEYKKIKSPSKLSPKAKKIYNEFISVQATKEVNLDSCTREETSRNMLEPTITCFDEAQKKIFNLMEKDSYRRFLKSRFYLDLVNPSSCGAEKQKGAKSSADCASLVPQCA
#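 MLSMR compounds (23 nl, pin-transferred) preincubated 10 min at room temperature with a 500nM (2x) first reagent, then RGS4 at 900nM (2x) plus Transcreener GDP mix added; fluorescence polarization (620/688 nm) read before and after 90 min at 30 °C.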
# POLK inh: blocks human DNA polymerase kappa activity. Q9UBT6. purified Pol kappa, fluorescent DNA synthesis assay, 10 min. Potency, µM (highest dose often 107 µM), for inactives: at the top dose activity, negative = inhibition, hits mostly inhibitors. 400,000 compounds, 0.53% hits; further: potency means the concentration at half of the fitted maximal effect; on the % scale 0 is the no-effect control and ±100 the full control effect
#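 50 nM final substrate added after 15 min RT preincubation of 10 nM Pol kappa with compound; fluorescence read at 0 and 10 min.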
# APEX1 inh: blocks human APE1 abasic DNA cleavage | P27695 | recombinant APE1, TAMRA/BHQ-2 abasic DNA cleavage fluorescence | Potency, µM (highest dose often 65.8 µM), for the others: top-dose activity change, negative = inhibition, most hits filed as inhibitors | 350,000 compounds, 0.35% hits | AID 2517;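 further: potency means the concentration at half of the fitted maximal effect; plate controls were vehicle for no effect and reference inhibitor for full effect; nearly all actives have a fitted effect of over 55% in size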
# Target sequence (P27695 whole entry, looked up): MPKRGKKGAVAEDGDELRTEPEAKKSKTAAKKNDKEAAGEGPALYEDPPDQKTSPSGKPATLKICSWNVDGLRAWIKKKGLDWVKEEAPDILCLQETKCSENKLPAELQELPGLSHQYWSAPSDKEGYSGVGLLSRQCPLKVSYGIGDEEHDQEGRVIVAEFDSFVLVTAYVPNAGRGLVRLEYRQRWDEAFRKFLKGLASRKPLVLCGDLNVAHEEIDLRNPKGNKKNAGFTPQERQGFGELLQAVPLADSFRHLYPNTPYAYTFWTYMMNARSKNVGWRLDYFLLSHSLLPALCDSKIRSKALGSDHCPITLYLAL
#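 0.75 nM APE1 + cpd, 15 min RT; start w/ 50 nM TAMRA/BHQ-2 THF-abasic dsDNA; kinetic fluor 525/598 nm ×3 reads @60 s; Δ(read3−read1); normalized to DMSO and NSC13755 control wells.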
# Pol eta inh: DNA polymerase eta (human) inhibition | Q9Y253 | recombinant Pol eta, fluorescent DNA replication assay | Potency, µM (highest dose often 114 µM), for the others: at the highest dose activity change, negative = inhibition, hits mostly inhibitors | 390,000 compounds, 1.2% hits | AID 588591; further: potency means the concentration at half of the fitted maximal effect; on the % scale 0 is the no-effect control and ±100 the full control effect
#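 Fluorescent replication assay: 50 nM final substrate added after a 15 min room-temperature compound preincubation with 10 nM enzyme. Signal taken at 0 min and again at 10 min.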
# Pol beta inh: DNA polymerase beta (human) inhibition. Pol beta primer extension/strand displacement, fluorescence kinetic. AID 485314. P06746. Potency, µM (highest dose often 114 µM), for inactives: at the top dose activity change, negative = inhibition, usual class: inhibitors. 340,000 compounds, 1.3% hits; further: potency means the concentration at half of the fitted maximal effect; on the % scale 0 is the no-effect control and ±100 the full control effect
#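 10 nM enzyme + cpd, 15 min RT; start with substrate 50 nM final; read 0 min and after 10 min RT. Corrected, normalized data; 4-parameter Hill curve fit.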
# 12-LOX inh: blocks human arachidonate 12S-lipoxygenase | P18054 | purified 12hLO, xylenol orange hydroperoxide absorbance | Potency, µM (top dose mostly 108 µM), for inactives: top-dose activity change, negative = inhibition, actives largely listed as inhibitors | 580,000 compounds, 1.1% hits; further: potency means the concentration at half of the fitted maximal effect; on the % scale 0 is the no-effect control and ±100 the full control effect
#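 Purified human 12hLO (150 nM final) in 25 mM Hepes, 0.01% Triton X-100, pH 7.0 was preincubated 15 min at room temperature with compound. Then 40 uM arachidonic acid was added, 30 min. Hydroperoxide was read by Fe-XO absorbance ratio 573/405 nm.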
# Anesthetic bind: binds horse apoferritin like a general anesthetic. P02791. apoferritin/1-aminoanthracene competitive binding, fluorescence. Potency, µM (series often up to 77.5 µM), without a hit: at the highest dose activity change, negative = displacement, actives largely listed as inhibitors. 350,000 compounds, 0.074% hits. AID 485281; further: potency means the concentration at half of the fitted maximal effect; on the % scale 0 is the no-effect control and ±100 the full control effect; nearly all actives have a fitted effect of over 20% in size
# Target sequence (P02791 2-175 limits assumed): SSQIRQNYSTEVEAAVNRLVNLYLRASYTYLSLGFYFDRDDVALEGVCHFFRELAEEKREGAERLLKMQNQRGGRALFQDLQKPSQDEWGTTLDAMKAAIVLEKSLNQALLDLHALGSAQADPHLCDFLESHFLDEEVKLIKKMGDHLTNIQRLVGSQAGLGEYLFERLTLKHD
#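 10 uM apoferritin + 50% sat. 1-AMA, PBS; cpd 10 min RT; Ex380/Em535 endpoint; normalized to free probe vs complex; 4-param Hill fit; propofol titration as pos. ctrl.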
# LDHA inh: inhibitors of human lactate dehydrogenase A | purified LDHA, NADH/diaphorase-resazurin fluorescence; active compounds read low | activity change, % (values are at about 110 or 230 µM) | P00338 | 480,000 compounds, 0.15% hits; in the data active means activity change below about -30%; inconclusive means mostly about -25% to -30%;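 further: plate controls were DMSO wells for no effect and wells without enzyme for full effect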
#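 Remaining NADH was detected by diaphorase (0.133 mg/mL) converting 37 µM resazurin to fluorescent resorufin, read at 0 and 20 minutes. The preceding 5-minute room-temperature reaction used 2 nM LDHA, 0.2 mM sodium pyruvate and 0.06 mM NADH at pH 7.4.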
# * = called active by the depositor; ? = inconclusive; · = not tested or not shown; & = joins results of further samples; [ ] = another dose, or the depositor's remark. Unless noted, the call rests on the fitted dose curve; in most records, active means well fitted curve in the direction sought with a large enough effect; inconclusive means small, poorly fitted or top-dose-only effect, or another doubt; inactive means no such curve, though single readings can be large; an effect the other way counts as inactive or inconclusive. Not all compounds are listed; count on the stated rates, not on these rows.
canonical_smiles,ERG-DNA inh,RGS4 inhibitor,POLK inh,APEX1 inh,Pol eta inh,Pol beta inh,12-LOX inh,Anesthetic bind,LDHA inh
CS(=O)(=O)c1cccc(C(=O)OCC(=O)NC(=O)Nc2ccccc2F)c1,7.3%,9.5%,-0.2%,35.3%,-19.1%,·,-25.4%,·,0.4
COc1cccc(C(=O)NCCS(=O)(=O)N2CCCCC2)c1,0.2%,-24.8%,-11.3%,-8.1%,-8.9%,·,8.8%,·,-9.9
O=[N+]([O-])c1nn(-c2ccc3c(c2)OCCO3)n(O)c1=NCc1ccccc1Cl,·,21.2%,-11.9%,-4.8%,-5.2%,5.3%,2.9%,-18.5%,-7.6
CC1CC(C)CN(S(=O)(=O)c2ccc(C(C)(C)C)cc2)C1 (centres undefined),19.3%,31.8%,-17.4%,-2.7%,-0.6%,15.9%,-0.8%,-12.2%,-5.9
Cc1ccc(CS(=O)Cc2ccc(C(=O)NCCc3ccccc3)o2)cc1 (centres undefined),-3.2%,13.9%,12.3%,75.3%[activator],-8.4%,2.5%,-5.1%&6.0%,-21.8%,-0.6&-1.0
Nc1nonc1-n1nnc(C(=O)N/N=C/c2ccoc2)c1-c1ccccc1,-0.4%,-44.4%,-23.9%,31.0%,-19.8%,-0.7%,3.9%,0.9%,-5.3
O=S(=O)(NC1CC(NS(=O)(=O)OCC(Cl)(Cl)Cl)C2CCCCC12)OCC(Cl)(Cl)Cl (centres undefined),-15.3%,-20.6%,-5.9%,22.5%,-14.9%,2.6%,·,?,1.8
CC(NC(=O)COC(=O)C1=NN(c2ccccc2)C(=O)CC1)c1ccccc1 (centres undefined),8.4%,-24.2%,-4.5%,9.2%,-17.1%,·,?,·,-2.0
COCCCn1c(SCC(=O)c2ccccc2)nc2ccccc2c1=O,1.2%,-33.6%,-14.1%,-2.5%,-12.3%,3.1%,1.6%,?,-2.8
Cc1ccnc(NS(=O)(=O)c2cccc([N+](=O)[O-])c2)c1,6.9%,15.3%,-12.2%,29.4%,-8.9%,41.4%,-10.3%,2.1%,2.9
CC1(C)CC(=O)C(C=NCCc2ccc(O)cc2)=C(O)C1,·,23.3%,-6.9%,17.5%,0.9%,4.8%,23.4%,-10.8%,-12.0
CN(C)CCn1c(=O)n(-c2cccc(Cl)c2)c(=O)c2c3c(sc21)CCCCC3,3.4%,-2.9%,-6.8%,2.0%,-3.1%,6.2%,?,3.7%,-1.0
O=C(CSc1nnc(CNC(=O)c2c(F)cccc2F)o1)NCc1ccco1,-7.3%,31.3%,-29.3%,10.6µM*,?,25.1µM*,·,-0.8%,-7.5
CCn1nnc(NC(=O)c2cccc(-c3cc4ccccc4oc3=O)c2)n1,-8.9%,5.6%,-36.1%,-1.6%,-11.4%,13.8%,?,-8.0%,-5.2
CC(=O)C1CCC2C3CCC4=CC(=O)CC[C@]4(C)[C@@]3(F)C(O)C[C@]12C (some centres undefined),17.4%,8.1%[56.9 µM],4.5%,1.8%,14.7%,-7.8%,6.7%,-0.6%,-5.1
CNC(=O)N(c1ccccc1)c1ccccc1,-0.1%,-10.9%,-3.0%,-8.5%&1.8%,-15.5%,14.4%,0.0%,-9.8%,-2.5
CC1(C(=O)N2CC3(CC(c4ccccc4)=NO3)C[C@H]2C(=O)NCC(N)=O)CC1 (some centres undefined),22.0%,-10.7%,6.2%,-3.7%,-18.8%,-0.5%,-12.3%,-5.8%,16.6
Cn1nc(C(F)(F)F)c(-c2ccccc2)c1NC(=O)c1ccco1,4.8%,13.5%,-16.0%,7.5%,-5.1%,-1.7%,75.2%[activator],-2.2%,-6.1
O=C(NCc1ccco1)c1nc2ccccc2s1,-1.4%,24.6%,12.3%,-1.3%,-1.3%,-24.2%,17.4%,-5.9%,-0.7
CCOC(=O)C1CCN(C(=O)c2cc3c(s2)-c2ccccc2OC3)CC1,10.2%,-9.1%,-24.5%,14.2%,-13.7%,10.4%,111.6%,44.9%[activator],-0.6
O=C(Nc1ccccc1N1CCOCC1)c1cc(-c2ccco2)nc2ccccc12,-1.4%,-30.3%,-41.1%,?,?,14.1µM*,0.0%,-15.0%,-2.8
O=C(COC(=O)c1cc[n+]([O-])cc1)Nc1ccc(F)c([N+](=O)[O-])c1,8.1%,3.7%,-11.0%,-5.7%,-6.1%,0.8%,?,-3.3%,-4.2
COc1ccc(S(=O)(=O)Nc2nnc(Cc3ccc(OC)c(OC)c3)s2)cc1,0.5%,?,3.4%,1.6%,-14.6%,-0.8%,-2.4%,-13.5%,-8.3
CCOc1cc(C2CC(=O)Nc3nc(SCc4ccccc4)[nH]c(=O)c32)ccc1O (centres undefined),8.0%,2.5%,-15.0%,·,4.7%,-20.0%,?,-10.7%,-3.8
O=C1CC(N2CCN(Cc3ccccc3)CC2)C(=O)N1 (centres undefined),6.5%,-10.7%,-12.8%,21.5%,-1.0%,39.4%,-17.1%,-4.4%,-11.4
O=C(Nc1ccc(-c2cnco2)cc1)c1ccc(Cl)cc1,0.4%,8.9%,1.0%,1.6%,-23.3%,-21.3%,0.0%,6.7%,-18.8
CCOc1cc(CNC(=O)Cn2c(=O)c3cccn3c3ccc(F)cc32)cc(OCC)c1OCC,-3.9%,-13.0%,1.0%,·,-15.3%,-0.7%,-22.7%,?,-4.4
c1ccc(C[C@H]2CNCCN2CC2CCCCC2)cc1,-7.4%,10.0%,-14.6%,4.3%,-17.4%,·,5.1%,·,-7.9
CN(CCc1ccccc1)C(=O)c1cccc(NC(=O)Cc2cccc(NC(=O)C3CCN(C(=O)C4CCCCC4)CC3)c2)c1,-18.5%,-5.6%,-0.7%,·,-0.3%,·,?,·,-0.7
COc1ccc(OCCN2CCN(C(=O)c3ccc(OC(F)F)c(OC)c3)CC2)cc1,?,5.0%,6.3%,-10.0%,-9.5%,16.2%,-16.0%,1.5%,-9.6
Cn1cccc1/C=C1\SC(=O)N(c2ccccc2)C1=O,0.5%,-20.5%,1.0%,4.2%,-12.0%,-10.7%,-8.9%,-2.4%,5.2
Cc1nnc(NC(=O)c2cccc(S(=O)(=O)N3CCOCC3)c2)s1,1.3%,6.3%,-9.1%,-2.0%,?,10.3%,0.0%,-9.1%,0.2
CC1OC(c2ccccc2)OC2COC(c3ccccc3)OC12 (centres undefined),-6.0%,-1.7%,2.7%,·,-16.4%,·,17.2%,·,-4.9
CN(Cc1ccccc1)C(=O)Cn1c(=O)c2cccn2c2cccnc21,7.3%,-2.3%,5.4%,33.0%[activator],-15.8%,1.1%,-26.7%,-13.9%,-3.5
COc1ccc(NC(=S)NN2CCN(C)CC2)cc1OC,·,6.8%,-11.7%,-0.1%,-10.4%,1.4%,-6.5%,3.2%,-0.8
COc1cc(NC(=O)Cn2nnc(-c3ccncc3)n2)cc(OC)c1,·,13.8%,-4.3%,-0.2%,5.9%,1.3%,9.8%,-21.7%,-0.5
CC(=S)/C=C1\Sc2ccccc2N1C,·,-33.8%,-11.5%,3.9%,2.7%,-18.9%,10µM*,-18.3%,-4.4
COc1ccc(C(CNc2ncnc3sc(C)c(C)c23)N(C)C)cc1 (centres undefined),3.1%,12.5%,-0.7%,38.7%,-5.5%,-8.8%,-21.7%,-7.4%,-6.4
N#CC1=C(SCc2ccccc2)NC(=O)CC1c1cccc(O)c1 (centres undefined),·,9.7%,-2.8%[60.1 µM],-0.8%,2.0%,3.3%,-11.7%,-19.0%,-11.8
O=C(O)c1ccc(N2C(=O)C3C4c5ccccc5C(Br)(c5ccccc54)C3C2=O)cc1 (centres undefined),3.4%,-33.8%,-3.5%,2.9%,-16.1%,-20.7%,-7.0%,0.0%,-6.0
Cc1nn(-c2ccccc2)c2c1C(c1ccncc1)C(C#N)=C(N)O2 (centres undefined),6.4%,-27.3%,0.0%,3.6%,-8.8%,1.3%,0.0%,0.8%,5.0
CC(C)(C)c1ccc(OCC(=O)NCC(c2cccs2)N2CCOCC2)cc1 (centres undefined),8.4%,-27.6%,0.8%,-3.8%,-22.7%,·,-20.7%,·,1.7
CN(C)S(=O)(=O)c1ccc(N2CCCC2)c(C(=O)NCC2CCCO2)c1 (centres undefined),2.9%,-6.3%,-10.5%,26.5%,-15.1%,·,20.6%,·,-1.4
COc1ccccc1NC(=O)N1CCN(c2nnc(C)c3c(C)n(-c4ccccc4)nc23)CC1,-0.7%,-1.8%,-3.8%[60.1 µM],·,-9.2%,1.5%,-2.4%,?,0.0
NS(=O)(=O)c1cc(C(=O)Nc2ccc3c(c2)CCC3)ccc1Cl,1.1%,-9.4%,-9.1%,10.8%,-3.5%,2.2%,3.2%,-4.8%,-11.9
O=Cc1cn[nH]c1-c1ccccc1,-3.9%,-3.0%,9.2%,0.6%,-11.5%,34.1%,-70.9%&-7.7%,-5.1%,0.7&-0.5
CCN(CC)c1ccc(C2C(C(=O)Nc3ccccn3)=C(C)NC3=C2C(=O)CC(C)(C)C3)cc1 (centres undefined),0.5%,-20.6%[11.4 µM],-3.6%,2.3%,-16.3%,1.8%,?,11.8%,10.3
